Screening data as filed in PubChem BioAssay.
ASM inhibitor – Inhibitors of Secretory Acid Sphingomyelinase (S-ASM): qHTS | actives 0.006% (n = 340,000) | AID 504937, 2011 | Potency, µM (titrated, usually from 57.5 µM), without a hit: top-dose activity change, negative = inhibition, hits mostly inhibitors | placental ASM, HMU-PC fluorogenic substrate, 60 min; also: potency is read from the fitted curve at half-maximal effect
Target sequence (P17405 47-631 limits assumed): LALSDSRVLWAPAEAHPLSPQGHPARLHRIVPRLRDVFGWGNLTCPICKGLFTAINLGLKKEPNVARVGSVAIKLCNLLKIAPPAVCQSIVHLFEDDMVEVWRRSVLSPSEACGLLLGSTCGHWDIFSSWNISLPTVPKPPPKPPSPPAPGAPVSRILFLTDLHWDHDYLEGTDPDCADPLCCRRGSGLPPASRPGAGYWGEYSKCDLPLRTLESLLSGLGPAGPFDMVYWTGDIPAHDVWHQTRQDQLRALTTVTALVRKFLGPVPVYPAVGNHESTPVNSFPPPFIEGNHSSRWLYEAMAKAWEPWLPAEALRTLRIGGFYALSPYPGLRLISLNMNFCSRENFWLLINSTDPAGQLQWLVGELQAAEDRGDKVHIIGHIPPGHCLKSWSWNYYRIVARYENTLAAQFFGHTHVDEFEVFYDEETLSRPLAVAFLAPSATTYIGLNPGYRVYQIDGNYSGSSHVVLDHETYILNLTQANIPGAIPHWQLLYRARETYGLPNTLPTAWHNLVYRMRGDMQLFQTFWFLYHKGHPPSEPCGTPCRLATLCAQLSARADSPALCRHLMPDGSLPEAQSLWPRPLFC
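Steps: dispense placental human ASM, pin compound, wait 10 min at room temperature, add HMU-PC0 substrate at 9 uM final, incubate 60 min at 37 °C, add stop solution raising pH to 10, read fluorescence.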
uPA surface inh – qHTS for Inhibitors of Cell Surface uPA Generation | cell surface uPA generation assay, qHTS | Potency, µM (series often up to 38.3 µM), inactives show at the highest dose activity change, negative = inhibition, most hits filed as inhibitors | actives 0.31% (n = 330,000); active = well fitted inhibition curve with a large enough effect; inconclusive = small, poorly fitted or top-dose-only effect; inactive = no such curve, though single readings can be large or run the other way; tested in mouse RAW 264.7 cells; also: potency is read from the fitted curve at half-maximal effect; % is scaled to controls: 0 for no effect and ±100 for the full control effect; nearly all actives have a fitted effect of over 55% in size
p53 reactivator – qHTS assay for re-activators of p53 using a Luc reporter. H1299 p53-A138V BP100-luciferase reporter, luminescence, 24 h. Potency, µM (top dose mostly 92.2 µM), without a hit: at the top dose activity change, positive = activation, usual class: activators. actives 0.063% (n = 320,000). AID 504706, 2011; also: potency is read from the fitted curve at half-maximal effect; % of control where 0% means no effect; nearly all actives have a fitted effect of over 45% in size
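H1299 (p53-null), stable ts p53-A138V + BP100-Luc; 1000 cells/well, Opti-MEM/10% FBS; cpd 4 pt, 1:5; 24 h, 37 deg C, 5% CO2; detection reagent 10 min RT; luminescence.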
USP2a block – qHTS Assay for Inhibitors of Ubiquitin-specific Protease USP2a Using CHOP2 as the Reporter | USP2 core, Ub-CHOP2 coupled fluorogenic reporter, 485/531 | Potency, µM (titrated, usually from 38.3 µM), without a hit: at the highest dose activity change, negative = inhibition, usual class: inhibitors | actives 0.01% (n = 330,000) | AID 463254, 2010;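 also: potency is read from the fitted curve at half-maximal effect; plate controls were DMSO wells for no effect and full inhibition by NEM control for full effect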
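Cell-free coupled assay: 10nM USP2 core preincubated 30min RT with compound in Tris-HCl pH 8.0/CaCl2/CHAPS buffer, then 25nM Ub-CHOP2 and 25nM reporter substrate; fluorescence (Ex 485/Em 531) read after 60min RT, normalized to NEM inhibition, concentration-response curves fitted.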
Eya2 phos inh – qHTS Assay for Inhibitors of the Phosphatase Activity of Eya2. Protein phosphatase EYA2 (Homo sapiens), O00167. recombinant Eya2, OMFP fluorescence dephosphorylation (OMFP is methylfluorescein phosphate). Potency, µM (top dose mostly 76.9 µM), for inactives: at the top dose activity, negative = inhibition, most hits filed as inhibitors. actives 0.006% (n = 330,000). AID 488837, 2010; also: potency is read from the fitted curve at half-maximal effect; % is scaled to controls: 0 for no effect and ±100 for the full control effect
Target sequence (O00167 whole entry, looked up): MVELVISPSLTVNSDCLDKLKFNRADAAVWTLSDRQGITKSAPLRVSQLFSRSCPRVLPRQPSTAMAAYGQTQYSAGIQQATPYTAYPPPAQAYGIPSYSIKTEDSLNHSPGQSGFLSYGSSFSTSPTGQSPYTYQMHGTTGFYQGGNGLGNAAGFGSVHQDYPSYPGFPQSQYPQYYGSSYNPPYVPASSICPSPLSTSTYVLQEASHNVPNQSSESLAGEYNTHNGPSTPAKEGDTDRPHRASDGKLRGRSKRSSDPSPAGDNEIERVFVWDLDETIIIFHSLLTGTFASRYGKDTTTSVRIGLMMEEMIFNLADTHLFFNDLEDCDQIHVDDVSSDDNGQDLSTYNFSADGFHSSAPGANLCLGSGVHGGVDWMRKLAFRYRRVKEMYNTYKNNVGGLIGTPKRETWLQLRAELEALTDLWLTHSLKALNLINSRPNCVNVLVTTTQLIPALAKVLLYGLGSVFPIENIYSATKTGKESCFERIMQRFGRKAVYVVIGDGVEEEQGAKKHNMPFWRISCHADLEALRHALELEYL
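Eya2 protein (added as 0.2 uM solution) was preincubated with compound for 10 min at ambient temperature in 50 mM HEPES pH 7.5, 50 mM NaCl, 5 uM MgCl2, 0.05% BSA, 1 mM DTT. OMFP (added at 50 uM) then reacted 10 min; fluorescence read at 485/525 nm.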
BRCA1 expr up – qHTS Assay to Identify Small Molecule Activators of BRCA1 Expression | MCF7-BRCA1-FFLuc reporter, luminescence, 48 h; response scale: scaled: vehicle 0%, 10 µM genistein 100% | AID 624202, 2012 | actives 1.1% (n = 380,000) | Potency, µM (series often up to 46.1 µM), for the others: top-dose activation, most hits filed as activators; also: potency is read from the fitted curve at half-maximal effect; nearly all actives have a fitted effect of over 80% in size; some results filed as inactive show a strong effect at the top dose
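Compounds are tested at multiple concentrations on MCF7 BRCA1-luciferase reporter cells seeded at 2000 per well; after 48 h, a single luminescence end-point is taken and curves fitted to the normalized data.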
TRPV1 ag – HTS Assay for Compounds that Act as Agonists of the Vanilloid Receptor 1 | Transient receptor potential cation channel subfamily V member 1 (Homo sapiens), Q8NER1 | TRPV1-expressing cells, Fluo-8 calcium influx, agonist mode | activation, % at 8.33 µM | actives 0.19% (n = 320,000); in the data active = activation above about 80%; inconclusive = between about 30% and that limit; also: 0% is about no effect
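Fluo-8 calcium influx in TRPV1-expressing cells, kinetic read (ex 480/em 520 nm). Compound added and read 3 min for agonist activity, followed by capsaicin at EC20 final and 2 min further read for enhancement.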
ELG1 genotoxic – qHTS screen for small molecules that induce genotoxicity in human embryonic kidney (HEK293T) cells expressing luciferase-tagged ELG1. HEK293T ELG1-luciferase reporter, luminescence, 16 h. Potency, µM (doses to about 46 µM), without a hit: at the top dose activity change, positive = activation, usual class: activators. actives 1.3% (n = 330,000). AID 504466, 2011; also: potency is read from the fitted curve at half-maximal effect; % of control where 0% means no effect; nearly all actives have a fitted effect of over 60% in size
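After overnight (16 hr) compound treatment at 37 °C, ELG1-luciferase HEK293T cells were lysed with ONE-Glo; luminescence quantified 30 min later at room temperature.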
TSG101-PTAP inh – qHTS Assay for Iinhibitors of HIV-1 Budding by Blocking the Interaction of PTAP/TSG101; Tumor susceptibility gene 101 protein (Homo sapiens), Q99816; Fluorescence polarization, FITC-PTAP peptide / Tsg101 binding; Potency, µM (titrated, usually from 115 µM), for the others: at the top dose activity change, negative = inhibition, usual class: inhibitors; 340,000 tested, under 10 active; AID 493005, 2010; active = well fitted inhibition curve with a large enough effect in the main read-out, with a control signal flat, not every such curve was filed as active; inconclusive = small, poorly fitted or top-dose-only effect, or effect the other way, or a change in a side signal; inactive = no such curve, though single readings can be large or run the other way; also: potency is read from the fitted curve at half-maximal effect; % of control where 0% means no effect
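FP read-out: FITC-PTAP peptide, 50 nM final, binding Tsg101 binding domain, 10 uM final; 20 min, r.t.; 10 mM HEPES pH 7.5, 0.15 M NaCl, 0.01% Tween 20, 3 mM EDTA, 0.1 mM TCEP.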
B2AR arrestin – qHTS assay of beta-arrestin-biased ligands of beta2-adrenergic receptor. Beta-2 adrenergic receptor (Homo sapiens), P07550. beta-arrestin recruitment to beta2AR, cell-based reporter. Potency, µM (doses to about 46.1 µM), for inactives: at the highest dose activation, hits mostly activators. actives 0.02% (n = 330,000);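 also: potency is read from the fitted curve at half-maximal effect; 0% = DMSO controls and full agonism = EC100 isoproterenol or metaproterenol; nearly all actives have a fitted effect of over 65% in size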
a7 integrin act – qHTS for Activators of Integrin-Mediated Alleviation for Muscular Dystrophy; alpha7betagal myoblasts, beta-gal FDG fluorescence, 48 h; Potency, µM (highest dose often 38.3 µM), inactives show top-dose activation, actives largely listed as activators; actives 0.064% (n = 350,000);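 also: potency is read from the fitted curve at half-maximal effect; 100% = response of the positive control SU9516; nearly all actives have a fitted effect of over 60% in size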
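alpha7betagal+/- myoblasts (passage 13, 250/well) treated 48 h at 37C with compounds at 1:260 dilution of DMSO stock. Lysed, then beta-galactosidase activity read as FDG fluorescence (ex 480/em 540) after 30 min, with pre-read for autofluorescence.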
Numbers without * were called inactive; [ ] = dose if it differs, or a comment. Unless noted, calls follow the shape of the dose curve; as a rule, active = well fitted curve in the direction sought with a large enough effect; inconclusive = small, poorly fitted or top-dose-only effect, or another doubt; inactive = no such curve, though single readings can be large; an effect the other way counts as inactive or inconclusive.

Cc1noc(C)c1COc1ccc(C(=O)OC(C)C(=O)Nc2ccc(S(=O)(=O)N3CCOCC3)cc2)cc1 (stereo not drawn) was read as ASM inhibitor 4%, uPA surface inh 3%, p53 reactivator -3%, USP2a block -1%, Eya2 phos inh 1%, BRCA1 expr up -47%, TRPV1 ag 4, ELG1 genotoxic 0%, TSG101-PTAP inh -2%, B2AR arrestin -0.5% and a7 integrin act 22%.
For COc1ccc(CN(C(=O)/C=C/c2ccccc2Cl)C2CCS(=O)(=O)C2)cc1 (stereo not drawn) the results were ASM inhibitor -11%, uPA surface inh 2%, p53 reactivator 4%, USP2a block -3%, Eya2 phos inh -14%, BRCA1 expr up 47%, TRPV1 ag -3, ELG1 genotoxic 4%, TSG101-PTAP inh -6%, B2AR arrestin -0.1% and a7 integrin act inconclusive.
`CCOC(=O)[C@@H]1[C@H]2COc3ccccc3[C@H]2N2C(=O)N(c3ccc(OC)cc3)C(=O)[C@]12C` gave ASM inhibitor 1%, uPA surface inh 10%, USP2a block 0%, Eya2 phos inh -3%, BRCA1 expr up 8%, TRPV1 ag -1, ELG1 genotoxic 1%, TSG101-PTAP inh -2%, B2AR arrestin -0.8% and a7 integrin act -24%.
Cc1ccc(CC(=O)NCc2ccc(Cl)cc2)cc1 was read as ASM inhibitor 0%, uPA surface inh inconclusive, p53 reactivator -2%, USP2a block 4%, Eya2 phos inh -1%, BRCA1 expr up 29%, TRPV1 ag inconclusive, ELG1 genotoxic 0%, TSG101-PTAP inh 0%, B2AR arrestin -0.7% and a7 integrin act 8%.
Screening CCOCC(=O)Nc1cccc(NC(C)=O)c1 returned ASM inhibitor 4%, uPA surface inh 3%, p53 reactivator 3%, USP2a block 0%, Eya2 phos inh -11%, BRCA1 expr up 12%, TRPV1 ag 0, ELG1 genotoxic -2%, TSG101-PTAP inh -1%, B2AR arrestin -0.5% and a7 integrin act 17%.
COc1ccc([C@@H]2CC(=O)c3c(O)cc(O[C@@H]4O[C@H](CO[C@@H]5O[C@@H](C)[C@H](O)[C@@H](O)[C@H]5O)[C@@H](O)[C@H](O)[C@H]4O)cc3O2)cc1O was read as ASM inhibitor -1%, uPA surface inh 3%, USP2a block -1%, Eya2 phos inh 3%, BRCA1 expr up 7%, TRPV1 ag 2, ELG1 genotoxic 4%, TSG101-PTAP inh 0% and B2AR arrestin -0.8%.
`CCC(c1nnnn1C1CCCC1)N(Cc1cccs1)Cc1cc2cccc(C)c2[nH]c1=O` (stereo not drawn) gave ASM inhibitor -8%, uPA surface inh -19%, p53 reactivator -18%, USP2a block 1%, Eya2 phos inh 10%, BRCA1 expr up -70%, TRPV1 ag 8, ELG1 genotoxic -11%, TSG101-PTAP inh -6%, B2AR arrestin -0.2% and a7 integrin act 0%.
COc1ccc(S(=O)(=O)N(C)C[C@H]2Oc3ccc(NS(=O)(=O)c4ccccc4)cc3CC(=O)N([C@H](C)CO)C[C@@H]2C)cc1 was read as ASM inhibitor -6%, uPA surface inh 2%, p53 reactivator -4%, USP2a block 2%, Eya2 phos inh 6%, BRCA1 expr up -27%, ELG1 genotoxic 0%, TSG101-PTAP inh -2%, B2AR arrestin -0.1% and a7 integrin act -17%.
COc1cccc(C(=O)N(Cc2ccco2)c2c(N)n(Cc3ccccc3)c(=O)[nH]c2=O)c1 was read as ASM inhibitor -1%, uPA surface inh -13%, p53 reactivator inconclusive, USP2a block 3%, Eya2 phos inh -1%, BRCA1 expr up 2%, TRPV1 ag -2, ELG1 genotoxic 0%, TSG101-PTAP inh -3%, B2AR arrestin -0.5% and a7 integrin act 24%.
COCCNC(=O)C(c1ccc(F)cc1)N(Cc1ccco1)C(=O)CCC(=O)Nc1nccs1 (stereo not drawn) was read as ASM inhibitor 2%, uPA surface inh -4%, p53 reactivator -8%, USP2a block -1%, Eya2 phos inh 4%, BRCA1 expr up -22%, TRPV1 ag 0, ELG1 genotoxic 1%, TSG101-PTAP inh 0%, B2AR arrestin 0.0% and a7 integrin act 0%.
Screening Cc1ccc(-c2nnc(OCCN3CCOCC3)c3ccccc23)cc1 returned ASM inhibitor 1%, uPA surface inh -4%, p53 reactivator 2%, USP2a block 1%, Eya2 phos inh 2%, BRCA1 expr up -14%, TRPV1 ag 1, ELG1 genotoxic 1%, TSG101-PTAP inh -5%, B2AR arrestin -0.2% and a7 integrin act -30%.
Screening CCCCN(C(=O)c1cccc(N2C(=O)c3ccccc3C2=O)c1)c1c(N)n(CC(C)C)c(=O)[nH]c1=O returned ASM inhibitor 8%, uPA surface inh -5%, p53 reactivator 5%, USP2a block 3%, Eya2 phos inh 6%, BRCA1 expr up -6%, TRPV1 ag -1, ELG1 genotoxic -4%, TSG101-PTAP inh 2%, B2AR arrestin -0.2% and a7 integrin act -29%.
Screening O=C(CN1CCN(c2ccccc2F)CC1)NCc1ccc(Cl)cc1 returned ASM inhibitor -1%, uPA surface inh -2%, p53 reactivator -34%[inhibitor], USP2a block 0%, Eya2 phos inh -4%, BRCA1 expr up 3%, TRPV1 ag inconclusive, ELG1 genotoxic -3%, TSG101-PTAP inh -1%, B2AR arrestin 0.3% and a7 integrin act 0%.
For CC12CCC(=O)N1C(C(=O)OCc1c(Cl)cccc1Cl)CS2 (stereo not drawn) the results were ASM inhibitor -13%, uPA surface inh 1%, p53 reactivator -1%, USP2a block 3%, Eya2 phos inh -1%, BRCA1 expr up -1%, TRPV1 ag 11, ELG1 genotoxic 0%, TSG101-PTAP inh 2%, B2AR arrestin -0.4% and a7 integrin act 8%.
COc1ccc(C2N(c3ccc(F)cc3)C(=O)C3CCCN32)cc1 (stereo not drawn) was read as ASM inhibitor -1%, uPA surface inh 0%, p53 reactivator 3%, USP2a block -3%, Eya2 phos inh -8%, BRCA1 expr up 12%, TRPV1 ag -3, ELG1 genotoxic -2%, TSG101-PTAP inh -1%, B2AR arrestin 0.3% and a7 integrin act 8%.
For CC(=O)N1c2ccccc2C(C)(C)C2CCC(C)CC21 (stereo not drawn) the results were ASM inhibitor 1%, uPA surface inh -2%, p53 reactivator -1%, USP2a block -1%, Eya2 phos inh -4%, BRCA1 expr up -9%, TRPV1 ag inconclusive, ELG1 genotoxic -2%, TSG101-PTAP inh 0%, B2AR arrestin 3.2% and a7 integrin act 44%.
For CCOc1cc(/C=N/n2cnnc2)ccc1O the results were ASM inhibitor 13%, uPA surface inh 8%, p53 reactivator -6%, USP2a block 1%, Eya2 phos inh -21%, BRCA1 expr up -4%, TRPV1 ag 4, ELG1 genotoxic 1%, TSG101-PTAP inh -3%, B2AR arrestin 0.1% and a7 integrin act 8%.
For O=C(NCC(=O)N(c1ccc(F)cc1)C(C(=O)NC1CCCCC1)c1ccncc1)c1ccco1 (stereo not drawn) the results were ASM inhibitor -1%, uPA surface inh 2%, p53 reactivator -5%, USP2a block 0%, Eya2 phos inh -24%, BRCA1 expr up -40%, TRPV1 ag -3, ELG1 genotoxic -3%, TSG101-PTAP inh -5%, B2AR arrestin -0.4% and a7 integrin act 32%.
CCOC(=O)c1ccc(S(=O)(=O)Nc2cc(C(C)(C)C)no2)cc1 was read as ASM inhibitor 0%, uPA surface inh 2%, p53 reactivator 9%, USP2a block 1%, Eya2 phos inh 7%, BRCA1 expr up -2%, ELG1 genotoxic 4%, TSG101-PTAP inh -1%, B2AR arrestin -0.3% and a7 integrin act 18%.
For COc1ccc(S(=O)(=O)N2CCOCC2)cc1NC(=O)COc1ccc(C(C)=O)cc1OC the results were ASM inhibitor -4%, uPA surface inh 1%, p53 reactivator -4%, USP2a block -1%, Eya2 phos inh 16%, BRCA1 expr up -3%, TRPV1 ag 1, ELG1 genotoxic -2%, TSG101-PTAP inh 0%, B2AR arrestin -0.1% and a7 integrin act 9%.
`CC(=O)Nc1ccc2nc(C3CC3)n(Cc3ccc(Cl)cc3)c(=O)c2c1` gave ASM inhibitor -7%, uPA surface inh inconclusive, p53 reactivator 11%, USP2a block 1%, Eya2 phos inh -8%, BRCA1 expr up inconclusive, TRPV1 ag -1, ELG1 genotoxic inconclusive, TSG101-PTAP inh -2%, B2AR arrestin -0.2% and a7 integrin act 7%.
